AID inh – blocks human AID cytidine deaminase activity; AID deamination FRET fluorescence, UDG-coupled, 4 h; Potency, µM (titrated, usually from 115 µM), for inactives: top-dose activity change, negative = inhibition, most hits filed as inhibitors; actives 0.32% (n = 91,000); AID 1347428; also: nearly all actives have a fitted effect of over 25% in size
Target sequence (Q9GZX7 whole entry, looked up): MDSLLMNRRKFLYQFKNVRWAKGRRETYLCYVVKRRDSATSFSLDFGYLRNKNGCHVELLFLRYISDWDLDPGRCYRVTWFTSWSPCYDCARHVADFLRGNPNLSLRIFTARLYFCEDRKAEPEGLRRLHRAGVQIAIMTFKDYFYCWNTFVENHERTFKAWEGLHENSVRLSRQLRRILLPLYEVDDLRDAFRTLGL
UDG counter – counter-screen for AID inhibitors: uracil-DNA glycosylase inhibition; FRET deamination/UDG coupled assay, UDG read, 4 h; Potency, µM (doses to about 115 µM), inactives show top-dose activity change, negative = inhibition, most hits filed as inhibitors; actives 0.14% (n = 91,000); also: nearly all actives have a fitted effect of over 65% in size
Starred values were filed as active, the others as inactive; ? = inconclusive; & = joins results of further samples; [ ] = dose if it differs, or a comment. Calls follow the shape of the dose curve; as a rule, active = well fitted curve in the direction sought with a large enough effect; inconclusive = small, poorly fitted or top-dose-only effect, or another doubt; inactive = no such curve, though single readings can be large; an effect the other way counts as inactive or inconclusive. % is scaled to controls: 0 for no effect and ±100 for the full control effect; potency is read from the fitted curve at half-maximal effect.

SMILES	AID inh	UDG counter
CCn1nc(-c2ccccc2)c(-c2ccccc2)c(C(=O)Nc2ccc(S(N)(=O)=O)cc2)c1=O	3%	-2%[57.5 µM]
CCOc1ccc(C2C(=O)N(C3CCCCCC3)CC(=O)N2Cc2ccc(F)cc2)cc1OC (configuration not stated)	-4%	-1%[57.5 µM]
COc1ccc(Cn2c(SCc3ccc(C(=O)NCc4cccs4)cc3)nc3ccncc32)cc1	-31%	-8%
COc1ccc(NC(=O)c2nc3ccccc3nc2N2CCOCC2)cc1	-10%	-10%
Cc1cc(C(=O)Nc2cccc(C(F)(F)F)c2)c2c(C)nn(-c3cccc(F)c3)c2n1	-22%	-14%
CCN(CCCNC(=O)c1cc2c(=O)[nH]c3ccc(C)cc3c2s1)Cc1ccccc1	?	1%
CCn1cnc2c1c(=O)n(CC(=O)N(C)Cc1ccc(C)o1)c(=O)n2Cc1ccccc1	0%	5%
COc1ccc2c(C)c(CC(=O)Nc3cccc(C)c3)c(=O)oc2c1OC	-2%	2%
O=C(Cn1nc(Cl)nc1Cl)c1ccc(Cl)cc1	5%	19%
CCOC(=O)C1CCCN(CC(=O)N2CCCc3c2c(=O)oc2ccc(OCc4ccccc4)cc32)C1 (configuration not stated)	48%[activator]	?
Cc1c(C(=O)NCCc2ccccc2)cccc1-n1cnc2cccnc21	6%	-5%
Cc1ccc(-c2nc3sc(CCNC(=O)c4ccc(F)c(F)c4)c(C)n3n2)cc1	-1%	-10%
CC(=O)N1c2ccc(S(=O)(=O)NCCC(=O)Nc3ccc(Br)c(C)c3)cc2CC1C (configuration not stated)	-3%	9%
CCOC(=O)c1c(NC(=O)CSc2cn(CCNC(=O)c3c(F)cccc3F)c3ccccc23)sc2c1CCCC2	17%	3%
CCS(=O)(=O)n1nc(-c2ccco2)nc1NCc1ccc(C(C)C)cc1	14%	4%
O=C1CC(c2nc3ccccc3n2Cc2c(F)cccc2Cl)CN1c1cccc(C(F)(F)F)c1 (configuration not stated)	0%	0%
OCCOc1ccc(CNCc2ccco2)cc1	5%	2%
CCN1CCC2(CC1)Oc1c(OC)cccc1C1CC(c3ccc4c(c3)OCCO4)=NN12 (configuration not stated)	-9%	?
Brc1ccc(-c2nc(N3CCN(c4ccccc4)CC3)c3ccccc3n2)cc1	3%	0%
CC(=O)NCCNC(=O)CCCn1c(=O)[nH]c2ccsc2c1=O	7%	0%
CCONC(=O)C(C)NC(=O)c1cccs1 (configuration not stated)	-6%	-3%
Cc1cc(C)n2nc(N(Cc3ccccc3)S(=O)(=O)c3ccccc3)nc2n1	-9%	-1%
COc1ccc(CCNC(=O)C(CC(C)C)N2Cc3ccccc3C2=O)c(OC)c1OC (configuration not stated)	-1%&-1%	2%&0%
CSCC(=O)NCc1ccc(CN2CCCC2)cc1	6%	2%

Look-ups from above.
`CCN1CCC2(CC1)Oc1c(OC)cccc1C1CC(c3ccc4c(c3)OCCO4)=NN12` (configuration not stated) in AID inh: -9%
`Brc1ccc(-c2nc(N3CCN(c4ccccc4)CC3)c3ccccc3n2)cc1` in AID inh: 3%
`Cc1cc(C)n2nc(N(Cc3ccccc3)S(=O)(=O)c3ccccc3)nc2n1` in UDG counter: -1%

The results go on.
SMILES	AID inh	UDG counter
Cc1ccc2c(C)c(C(=O)N(Cc3ccc(N(C)C)cc3)Cc3ccco3)oc2c1C	?	-18%
Cc1ccc(-c2nc(SCc3ccc(Br)cc3)n3[nH]c(=O)cc3n2)cc1	-16%	-9%
O=C(NCCc1ccc(Cl)cc1)c1ccc(CSCc2ccccc2Cl)o1	-22%	11%
CCN(CC)CCCNC(=O)C(=O)Nc1cccc2[nH]ccc12	-17%	-9%
CCn1c(/C(C#N)=C/c2ccccc2Cl)nc2ccccc21	?	-12%
Cc1ccccc1NC(=O)C1CC(=O)Nc2nc(SCc3ccccc3)nn21 (configuration not stated)	-1%	0%
O=C(Cn1ccc2cc(S(=O)(=O)N3CCCCCC3)ccc21)NCc1cccc(Cl)c1	?	-3%
N#CCOc1ccc2[nH]cc(C(C(=O)O)N3CCN(Cc4cccnc4)CC3)c2c1 (configuration not stated)	7%	-1%
O=S(Cc1cccc(C(F)(F)F)c1)Cc1c(Cl)cccc1Cl (configuration not stated)	-9%	7%
CCc1nnc2sc(-c3cccc(NC(=O)Cc4ccccc4)c3)nn12	2%	1%
CCCn1c(CCCNC(=O)c2ccccc2OC)nc2ccccc21	-6%	-17%
Cn1nnc2c(N3CCN(c4cccc(C(F)(F)F)c4)CC3)ncnc21	8%	8%
Cc1cccc(CCNC(=O)c2cc3c(=O)n(C)c4ccccc4c3n2C)c1	10%	-3%
COc1ccc(NCc2nnc3n2CCCCC3)c(OC)c1	-5%	2%
CCn1c(=O)sc2cc(NS(=O)(=O)c3ccc(C)cc3)ccc21	4%	0%
Cc1c(O)ccc2c(CN(C)CCOc3ccccc3)cc(=O)oc12	-13%	-3%
CC(OC(=O)C12CC3CC(CC(Cl)(C3)C1)C2)C(=O)c1c[nH]c2ccccc12 (configuration not stated)	-9%	-7%
O=C(COC(=O)c1cc(-c2ccccc2)nc2ccccc12)NC1CC1	-16%	?
Cc1ccc(NC(=O)Cc2nnc(SCC(=O)c3ccc(C#N)cc3)n2C)cc1	4%	7%
COC(=O)NC(NC(=O)OC)C(Cl)Cl	1%	12%
COC(=O)c1ccc(OC)c(CN2CCCN(Cc3ccc(C)cc3)S2(=O)=O)c1	6%	31%[activator]
O=C1/C(=C/c2cccs2)Oc2cc(O)ccc21	0%&3%	-1%&2%
CCC(C(=O)Nc1c(C)cc(C)cc1C)n1c2ccccc2c2nc(=O)cc(C)n21 (configuration not stated)	-7%	4%
Fc1ccccc1N1CCN(c2ncc3c(n2)CCN(Cc2cc(Br)cs2)C3)CC1	0%	-3%
c1coc(-c2nc(-c3cccs3)no2)c1	-5%	-7%
Cc1cc(C)c2oc(=O)cc(CN3CCOCC3)c2c1	1%	7%
COc1ccc(/C=N/NC(=O)C(O)(CC(C)C)CC(C)C)cc1	4%	2%
Cc1ccc(NC(=O)COCc2cc(-c3ccc(F)cc3)on2)cc1Cl	7%	12%
Cc1cc(Nc2cccc([N+](=O)[O-])c2)nc2ccccc12	2%	4%
O=S(=O)(Nc1nc2n(n1)C(c1ccccc1)C=C(c1ccc(Cl)cc1)N2)c1ccccc1 (configuration not stated)	?	-11%
O=C(CCn1cnc2onc(-c3ccc(F)cc3)c2c1=O)Nc1cccc(C(F)(F)F)c1	-17%	-13%
O=C(OCc1cccnc1)c1ccc(-c2ccccc2)cc1	-6%	15%
COc1cc(OC)cc(C(=O)Nc2ccc3oc(-c4ccc5ccccc5c4)nc3c2)c1	-3%	8%
O=c1oc2c(F)cc(F)cc2cc1S(=O)(=O)c1ccc(F)cc1	?	-12%
Cc1ccc(COc2ccc3ccccc3c2C=O)cc1	-10%	1%
Cc1cc(S(=O)(=O)n2ccnc2C(C)C)cc([N+](=O)[O-])c1C	12%	14%
CC(C)NC(=S)N/N=C/C(Cl)=C/c1ccccc1	6%	-1%
CCCN(Cc1ccc(OC)cc1)Cc1cc(=O)oc2ccc(OC)cc12	-8%	2%
N#Cc1cccnc1NCCNc1cnc2ccccc2n1	0%	-5%
COc1cccc2[nH]c(C(=O)NCCCc3nnc4ccccn34)cc12	13%	4%
Cc1cc(C(=O)COC(=O)c2ccccn2)c(C)n1Cc1ccccc1	-14%	-10%
CCCCNC(=O)c1cc(-c2ccccc2)nc2ccccc12	6%	6%
COc1ccc(CN2CCC(C(O)(c3ccccc3)c3ccccc3)CC2)c(OC)c1	-23%	-10%
COC(=O)/C(C#N)=C/c1ccc(-c2c(Cl)cc(Cl)cc2Cl)o1	15%	2%
Cc1cccc(C)c1OCC(=O)Nc1ncn[nH]1	22%[57.5 µM]	-9%[57.5 µM]
CN(Cc1ccccc1)C(=O)CNC(=O)Nc1ccccc1	-5%	-3%
CCc1ccc(-n2c(=O)c3sc4ccccc4c3n(CC(=O)NCc3ccccc3)c2=O)cc1	-4%	-12%
CC(C)(C)C(=O)COC(=O)c1ccccc1Br	-1%	9%

Ordered by length of the SMILES (ascending): part of the list above
SMILES	AID inh	UDG counter
CC(C)NC(=S)N/N=C/C(Cl)=C/c1ccccc1	6%	-1%
CN(Cc1ccccc1)C(=O)CNC(=O)Nc1ccccc1	-5%	-3%
COc1cccc2[nH]c(C(=O)NCCCc3nnc4ccccn34)cc12	13%	4%

Additional entries follow:
SMILES	AID inh	UDG counter
CNC(=O)CNC(=O)c1n[nH]c(=O)c2ccccc12	7%	4%
CCCn1c(COc2cccc(C)c2)nc2ccccc21	-29%	-7%[57.5 µM]
Cc1cc(N2CCCCC2)nc2ccc(NC(=O)/C=C/c3ccc(OCCC(C)C)cc3)cc12	-9%	-9%
Cc1cccc(Nc2nc(NCc3ccc(Cl)cc3)nc(N)c2[N+](=O)[O-])c1	-4%	5%
COC(=O)C1=C(C)N=C2SCCC(=O)N2C1c1ccc(C(C)(C)C)cc1 (configuration not stated)	2%	4%
CCOc1ccccc1CNC(=O)CCc1c(C)nn(-c2ccc(N3CCCCC3)nn2)c1C	-4%	4%[57.5 µM]
O=c1c(Oc2ccccc2)coc2cc(O)ccc12	2%	6%
COc1ccc(C(=O)Nc2oc3ccccc3c(=O)c2-c2ccc(Cl)cc2)cc1OC	2%	5%
COc1ccc(C(C)NC(=O)CC(C)(C)C)cc1OC (configuration not stated)	4%	8%
O=C(/C=C/c1c[nH]c2ccccc12)C(F)(F)F	20%	-4%
COc1cc(NC(=O)Cn2nc(Cc3cccnc3)c3ccccc3c2=O)cc(OC)c1OC	-5%	2%[57.5 µM]
CCN(CC)c1cc2c(cc1F)c(=O)c(S(=O)(=O)c1ccccc1)cn2C	-2%	4%
Cc1ccccc1NC(=O)Nc1csc2c1CCCC2	-9%	10%
O=C(CCCOC(=O)c1c(Cl)ccc(Cl)c1Cl)c1ccc(F)cc1	-15%	-9%
CC(CNC(=O)c1cc2ccccc2oc1=O)(c1ccccc1)c1ccccc1	-8%	-5%
NS(=O)(=O)c1ccc(N/N=C/c2cccc(Br)c2)c([N+](=O)[O-])c1	-25%	-3%
COc1ccc2c(c1)CCc1c(C(=O)Nc3c(C)nn(Cc4ccc(Cl)c(Cl)c4)c3C)noc1-2	11%	-4%
COc1ccc(/C=N/O)c(OC)c1	2%	9%
Cc1ccccc1Nc1nnc(-c2ccc(C)c(S(=O)(=O)N3CCOCC3)c2)c2ccccc12	?	-4%[57.5 µM]
O=C(Nc1ccc2nc(SCC(=O)N3CCc4ccccc43)sc2c1)c1cccc(Cl)c1	11%	17%
Cc1ccc(-c2cc(C(=O)NCCc3ccccc3)c3c(-c4ccc(C)cc4)[nH]nc3n2)cc1	5%	-3%
Cn1cc(-c2cc3n(n2)CCC(=O)N3CC(=O)O)c2ccccc21	8%	-3%
COc1cc(OC)c(NC(=O)c2c(C)oc3nc(C)nc(N4CCOCC4)c23)cc1Cl	?	4%
COCCN1C(=O)c2ccccc2C(C(=O)Nc2ccc(C(C)=O)cc2)C12CCCC2 (configuration not stated)	8%	-9%
CCc1ccccc1N1C(=O)CN(S(=O)(=O)CC)CC1(C)C(=O)NC1CCCCC1 (configuration not stated)	5%	30%
CC1CCc2c(C(=O)NC3CCCc4ccccc43)csc2C1 (configuration not stated)	4%	5%
COc1ccc(CNC(=O)C2CCN(c3nc4ccc(C)cc4[nH]3)CC2)cc1	6%	-6%
CCCCc1ccc(-n2nc3cc(C)c(NC(=O)c4ccc(C#N)cc4F)cc3n2)cc1	-21%	-11%
Cc1cccc(C)c1NC(=O)Cn1c(=O)n(CCCS(=O)(=O)C2CCCCC2)c(=O)c2ccccc21	7%	8%
CCCCCCCOc1ccc(/C=C/C(=O)O)cc1OC	-8%	8%
Cc1cc(=O)oc2cc(OCC(=O)N3CCOCC3)c(Cl)cc12	0%	12%
Cc1ccc(-c2csc(-c3cc4ccccc4oc3=O)n2)cc1	4%	11%
Cc1ccc(NC(=O)CCc2nnc3n(C)c(=O)c4sccc4n23)cc1C	5%	9%
O=C(CCNC(=O)c1ccccc1)NCc1coc(-c2cccs2)n1	2%	0%
COc1ccc(CCNC(=O)CCc2c(C)nc3c4cccnc4nn3c2C)cc1OC	8%	-10%
Cc1cc(C)cc(NC(=O)CSc2nc(-c3cccc(Cl)c3)nc3c2Cc2c(CO)cnc(C)c2O3)c1	1%	-2%

Single records, as listed above. Screens in order: AID inh, UDG counter
Cc1cc(=O)oc2cc(OCC(=O)N3CCOCC3)c(Cl)cc12 as listed: 0%, 12%
Cc1ccc(-c2csc(-c3cc4ccccc4oc3=O)n2)cc1 as listed: 4%, 11%
CCc1ccccc1N1C(=O)CN(S(=O)(=O)CC)CC1(C)C(=O)NC1CCCCC1 (configuration not stated) as listed: 5%, 30%
COc1ccc(CCNC(=O)CCc2c(C)nc3c4cccnc4nn3c2C)cc1OC as listed: 8%, -10%

(next part)
SMILES	AID inh	UDG counter
O=C(Nc1ccc(C(F)(F)F)cc1)c1cc(S(=O)(=O)N2CCCc3ccccc32)ccc1F	?	-12%
CCOc1ccc(OCC)c(NC(=O)CN(C)S(=O)(=O)c2ccc3[nH]c(=O)oc3c2)c1	3%	1%
CC(=O)c1ccc(N2CCN(S(=O)(=O)c3ccc4[nH]c5c(c4c3)CCCC5)CC2)cc1	1%	-22%[57.5 µM]
CCc1cccc(C)c1NC(=O)c1cc(CN2CCCC2)on1	14%	2%
COc1ccccc1NC(=O)c1cnc(SCC(=O)N2CCCc3ccccc32)n(C)c1=O	31%[activator]	7%
CC(=O)c1cccc(NC(=O)c2nc(-c3ccccc3)n(-c3ccccc3C)n2)c1	-17%	26%
O=C(Nc1ccc2c(c1)CCC2)c1ccc(F)cc1F	7%	-4%
CCCc1cc(=O)oc2cc(OCc3cc(C)ccc3C)ccc12	-19%	-1%
O=C(Cn1cnc2cc(F)ccc2c1=O)N(Cc1cccs1)c1ccc2c(c1)OCCO2	-15%	-2%

Source: PubChem (National Center for Advancing Translational Sciences (NCATS))

The list is partial. The share of hits here may be higher or lower than overall.
